E-sel TNF inh: TNF alpha driven E-selectin expression inhibition; 120,000 compounds, 0.71% hits; inhibition, % at 2 µM; HUVEC TNFa-induced E-selectin immunofluorescence, high content;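 active = inhibition above the batch mean plus 3 SD, and confirmed as a hit on visual image review, cut at about 43% in these data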;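 also: 0% = TNF-stimulated DMSO wells and 100% = unstimulated control wells; not every result past the cut was called active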
* hit, by the source's call. Only part of the results is shown; the hit share may differ from the screen's.

SMILES	E-sel TNF inh
Cc1ccc(NC(=O)CSc2nnc(-c3ccco3)o2)cc1	9.2
CCOC(=O)CSc1nc2c(sc(=S)n2-c2ccc(OCC)cc2)c(=O)[nH]1	-5.1
Cc1ccccc1N1CC(C(=O)O)CC1=O (configuration not stated)	-21.7
Cc1c(Cl)c([N+](=O)[O-])nn1CCCC(=O)Nc1cccc(O)c1	11.6
COc1ccc(CCNC(=O)CCCn2c(SCC(N)=O)nc3cc4c(cc3c2=O)OCO4)cc1OC	-12.6
Cc1ccc(NC(=O)Nc2cc(Cl)ccc2C2COC(=O)C2=N)cc1 (configuration not stated)	13.4
CC(=O)Oc1cccc(C(=O)Nc2c[nH]c(=O)[nH]c2=O)c1	-25.3
CNC(=O)CSc1nc2[nH]ncc2c(=O)[nH]1	-49.5
Nc1nonc1C(=O)N/N=C/c1cc(Br)ccc1O	-4.4
CC(C)(O)C#Cc1ccc(C(=O)N2CCN(c3ccc(Cl)cc3)CC2)cc1	6.4
O=C(COc1ncnc2sccc12)Nc1ccc(F)cc1F	-1.7
CCCCCCCCS(=O)CCC(=O)O (configuration not stated)	-5.9
COCCn1c(N)c(C(=O)NS(=O)(=O)c2ccc(C)cc2)c(=O)[nH]c1=O	21.0
COc1ccc(N=N/C(=C\O)C(=O)c2ccco2)cc1	21.4
Cn1nc(C(=O)NC2CCCc3ccccc32)ccc1=O (configuration not stated)	-26.3
CCN(CC)C(=O)CCc1nnc(CCc2c[nH]c3ccccc23)o1	-31.9
O=C(OCc1nnc(-c2ccccc2)o1)c1ccc(Cl)cc1	-30.0
O=S(=O)(NCc1ccccc1)NCc1ccccc1	9.0
CCC(C)(C)NC(=O)C1CCN(S(=O)(=O)c2cccs2)CC1	-17.9
O=C(CNC(=O)c1ccccc1)NCC(=O)OCC(=O)c1ccccc1	-29.8
O=C(c1cnsn1)N1CCC(CO)(Cc2ccc(Cl)cc2)CC1	-6.7
Cn1cc(-c2ccccc2)cc(C#N)c1=O	3.9
O=C(O)Cn1ncn(-c2ccc(OC(F)(F)F)cc2)c1=O	-26.0
Cn1c(=O)c2c(nc(SCC(=O)c3ccc(F)cc3)n2C)n(C)c1=O	-23.2
CCCCN(CC)CCCNC(=O)c1cn(CC)c2ccc(S(=O)(=O)N3CCc4ccccc4C3)cc2c1=O	-35.5
O=C(Nc1ccccc1)c1nsnc1C(=O)Nc1ccccc1	-11.6
Cc1cc(C)nc(N(C#N)Cc2ccc([N+](=O)[O-])cc2)n1	17.4
CC(C)CCNCC(=O)NC(c1ccccc1)c1ccccc1	23.8
COc1ccc(S(=O)(=O)Nc2cc(C(=O)NCCCN3CCOCC3)ccc2N2CCOCC2)cc1	4.9
O=C1c2ccccc2NC(c2ccccc2O)N1NS(=O)(=O)c1ccccc1 (configuration not stated)	-14.4
CC(=O)NC(CC(=O)N(C)Cc1c(F)cccc1Cl)c1ccccc1 (configuration not stated)	6.8
Cn1cc(-c2cccc(Cl)c2)cc(C#N)c1=O	17.4
Cc1ccc(NC(=O)CCNS(=O)(=O)c2cccc3nonc23)cc1Cl	9.0
CCOC1=NN(c2ncc(C(F)(F)F)cc2Cl)C(=O)/C1=C/N(C)C	-18.7
CC1(c2ccc(OC(F)F)cc2)NC(=O)N(CC(=O)Nc2ccc(S(N)(=O)=O)cc2)C1=O (configuration not stated)	-18.5
CC(C)OCCCNC(=O)C(NS(=O)(=O)c1ccc2c(c1)c(=O)n(C)c(=O)n2C)c1ccccc1 (configuration not stated)	9.3
CCOc1cc(N2CCOCC2)c(OCC)cc1NC(=O)c1c(-c2ccccc2Cl)noc1C	-5.8
COc1ccc(NC(=O)Nc2ccccc2)cc1S(=O)(=O)N1CCCCC1	-25.8
Cc1cc(C)c2sc(N)nc2c1	21.5
CN(C)/C=C/C(=O)c1ncc(C(F)(F)F)cc1Cl	-34.5
COc1ccc(NC(=O)c2ccc3c(SCC(=O)O)c4c(nc3c2)CCCC4)c(OC)c1	-2.2
Cc1ccc(Nc2c(-c3ccccc3O)nc3cnccn23)cc1	13.9
O=C(CCCCCNc1nc(=S)[nH]c2ccccc12)NCc1ccccc1Cl	1.9
CN1CCN(NC(=O)c2ccc(S(=O)(=O)N3CCCCCC3)cc2)CC1	-47.9
COc1ccc(N2CC(C)(C)C2=O)cc1	-5.2
Cc1nn(-c2ccccc2)c(N2CCCC2)c1/C=N/NC(=O)C1CC1	3.5
COc1ccc(C(=O)Nc2cc(=O)n(C)c(=O)n2C)cc1	-18.5
O=C(Nc1ccccc1N1CCCCC1)c1cccc([N+](=O)[O-])c1	0.2
CCOC(=O)N1CCC(=NNC(=O)Cn2ccc(C(F)(F)F)n2)CC1	-64.1
OCC1(Cc2ccccc2)CCCN(Cc2cn[nH]c2-c2ccccc2)C1 (configuration not stated)	9.2

3 compounds out of the list above, arranged by the number in E-sel TNF inh, descending.
SMILES	E-sel TNF inh
Cc1ccc(Nc2c(-c3ccccc3O)nc3cnccn23)cc1	13.9
OCC1(Cc2ccccc2)CCCN(Cc2cn[nH]c2-c2ccccc2)C1 (configuration not stated)	9.2
CN1CCN(NC(=O)c2ccc(S(=O)(=O)N3CCCCCC3)cc2)CC1	-47.9

Next section:
SMILES	E-sel TNF inh
O=C(NCCO)c1ccc(Oc2ccc(C(F)(F)F)cc2[N+](=O)[O-])cc1	-7.0
O=S(=O)(NC1c2cccc3cccc(c23)C1N1CCNCC1)c1ccc(Cl)cc1 (configuration not stated)	-11.1
CC(NC(=O)COc1ccccc1F)C1CC2CCC1C2 (configuration not stated)	-20.9
C#CC[N+](C)(C)CCN1C(=O)C2C(c3ccccc3)C=CC(c3ccccc3)C2C1=O (configuration not stated)	-18.6
Cc1ccc(-c2cc(C(F)F)n3ncc(C(=O)Nc4cn(C)nc4C)c3n2)cc1	9.7
CC(C)CNS(=O)(=O)c1ccc(CC(C)C)cc1	1.1
CN(C)CCNC(=O)/C=C/c1cn(-c2ccccc2)nc1-c1cc2ccccc2oc1=O	-0.4
Cc1ccc(C)c(-n2c(SCC(=O)NC(C(=O)O)C(C)C)nnc2-c2cccc(Cl)c2)c1 (configuration not stated)	-2.3
O=C(/C=C/c1ccc([N+](=O)[O-])cc1)NCCc1ccc(F)cc1	-7.6
C[n+]1ccc(/C=N/Nc2nc(Cl)c(C#N)c(Cl)c2Cl)cc1	-0.7
CC(C)C(c1nnnn1CCc1ccccc1)N1CCC(C(N)=O)CC1 (configuration not stated)	4.2
Cc1cc(N2CCCCC2)nc2ccccc12	10.6
Cc1c(-c2csc(N)n2)cnn1C	-10.3
O=C(CCl)c1ccc2c(c1)CCN2C(=O)C1CCCCC1	21.5
O=C(ONC1=NCCCCC1)c1ccc([N+](=O)[O-])cc1	2.4
CC(=O)Nc1cccc(C(=O)OCC(=O)c2ccccc2Cl)c1	6.3
N#C/C(=C\Nc1ccc2cn[nH]c2c1)c1nc(-c2ccc(Cl)cc2)cs1	-11.8
Cc1ccc(C(=O)N/N=C\C=C\c2ccccc2[N+](=O)[O-])cn1	-2.3
CCC(=O)NC(c1cccs1)c1cc(Cl)c2cccnc2c1O (configuration not stated)	-7.2
CC1CN(Cc2csc(-c3ccc(Cl)cc3)n2)CC(C)O1 (configuration not stated)	1.2
O=C1NC(=O)/C(=C/C(=O)N2CCOCC2)S1	-32.5
O=[N+]([O-])c1ccc(C(O)CNC(=S)Nc2ccccc2)cc1 (configuration not stated)	-0.3
CCN(CC)C(=O)Oc1c(Cl)cc(Cl)c2cccnc12	7.6
Cc1ccc(S(=O)(=O)N2CCN(C(=O)c3ccccc3)C2)cc1[N+](=O)[O-]	9.2
Cc1nn(-c2ccccc2)c(N)c1N=Nc1cccnc1	11.7
O=C(CCSCCc1ccccn1)Nc1cccc([N+](=O)[O-])c1	-18.3
Cc1c(C(=O)N2CCC(Cc3ccccc3)CC2)sc2ncnc(N3CCC(C)CC3)c12	-5.5
O=C(O)c1nn(CC(=O)N(C2CCCCC2)C2CCCCC2)c(=O)c2ccccc12	2.8
CC1CN(C(=O)C(C)N2CCN(c3cccc(Cl)c3)CC2)CC(C)O1 (configuration not stated)	0.2
Cc1ccccc1/C=C/c1cc[n+](C)cc1	6.0
Cc1cc(N/C(=N/S(=O)(=O)c2cc(F)ccc2F)c2ccccc2)n(-c2ccccc2)n1	-3.7
COc1ccc(-c2nc3n(c(=O)c2C#N)CCS3)cc1	21.8
COc1ccc(NC(=O)C2CCCN2C(=O)Nc2cccc(F)c2)cc1 (configuration not stated)	-0.2
CCc1c(C)nc2ncnn2c1N1CCC(C(=O)NCc2cccs2)CC1	-3.3
COc1cccc(C(=O)NNC(=O)c2ccccc2-n2cccc2)c1	-82.0
O=C(COC(=O)c1ccc2ncsc2c1)NC(=O)c1ccccc1	-22.5
COc1cccc(C2=NN(C(=O)c3cccs3)C(O)(C(F)(F)F)C2)c1 (configuration not stated)	-8.2
Cc1ccc(/C=C/C(=O)NCCCn2ccnc2)cc1	-6.2
Cc1ccc(OCCCN2C(=O)C(=O)c3cc(C)ccc32)cc1	26.4
COc1cc(CN2CCN(C(C)C)C(CCO)C2)ccc1OCc1ccccc1 (configuration not stated)	-3.2
O=C(c1ccc(Cl)c(S(=O)(=O)N2CCOCC2)c1)N1CCCCC1	-20.4
CCOc1ccccc1N(CC(=O)Nc1cccnc1)S(=O)(=O)c1ccc(C)cc1	-5.4
S=C(NCCc1ccccc1)Nc1cnc2ccccc2c1	-6.1
c1ccc(-c2ccc(OCCCNC3CCCC3)cc2)cc1	0.0
CC1Cc2ccccc2N1CC(=O)NC(=O)NCc1ccccc1 (configuration not stated)	-32.7
CN(C)S(=O)(=O)c1ccc(Cl)c(NC(=O)COC(=O)c2ccc(O)cc2)c1	1.5
CN(C)N1C(N)=C(C#N)C(c2cccs2)C2=C1CC(C)(C)CC2=O (configuration not stated)	-6.5
CC(=O)Nc1ccc2c(CN3C(=O)NC(C)(c4ccc(C)cc4)C3=O)cc(=O)oc2c1 (configuration not stated)	-10.8
O=C(O)CCCC(=O)N1CCc2cc(S(=O)(=O)NCc3ccccc3)ccc21	-85.5
O=C(Nc1nccs1)c1ccc(-c2ccc(Cl)cc2)o1	45.4
Next part
SMILES	E-sel TNF inh
COc1ccc(OCC(=O)Nc2ccc(NC(=O)c3cccs3)c(OC)c2)cc1	6.8
COc1ccccc1NC(=O)Cn1c(O)c(N=NC(=O)c2ccccc2O)c2ccccc21	-7.1
COc1cc(NC(=O)CCC(=O)OCCCC(F)(F)C(F)(F)F)nc(OC)n1	-9.0
Cc1ccc(CSC2=NCCN2S(=O)(=O)c2ccccc2)cc1	-9.2
Cn1c(C(=O)N2CCN(c3ccc([N+](=O)[O-])cc3)CC2)cc2c(=O)[nH]c3ccccc3c21	-41.3
O=C(c1ccc(N2CCCCC2)c([N+](=O)[O-])c1)N(c1ccccn1)c1ccccn1	-4.4
CCOc1ccc(-n2c(=O)c3sccc3n(CC(=O)NCCc3ccc(OC)c(OC)c3)c2=O)cc1	8.3
CCOC(=O)C1CCN(C(=O)CCS(=O)(=O)c2ccc3c(c2)CCN3C(=O)CC)CC1	-5.0
COc1ccccc1-c1ccc(SCC(=O)NCCc2ccccc2)nn1	5.5
COc1ccc(NS(=O)(=O)c2ccc(NC(=O)c3ccc(Br)cc3)cc2)nn1	-3.6

A draw from above in order of number of heavy atoms, falling:
SMILES	E-sel TNF inh
CCOc1ccc(-n2c(=O)c3sccc3n(CC(=O)NCCc3ccc(OC)c(OC)c3)c2=O)cc1	8.3
COc1ccccc1NC(=O)Cn1c(O)c(N=NC(=O)c2ccccc2O)c2ccccc21	-7.1
Cn1c(C(=O)N2CCN(c3ccc([N+](=O)[O-])cc3)CC2)cc2c(=O)[nH]c3ccccc3c21	-41.3
CCOC(=O)C1CCN(C(=O)CCS(=O)(=O)c2ccc3c(c2)CCN3C(=O)CC)CC1	-5.0
O=C(c1ccc(N2CCCCC2)c([N+](=O)[O-])c1)N(c1ccccn1)c1ccccn1	-4.4
COc1ccc(OCC(=O)Nc2ccc(NC(=O)c3cccs3)c(OC)c2)cc1	6.8
COc1cc(NC(=O)CCC(=O)OCCCC(F)(F)C(F)(F)F)nc(OC)n1	-9.0
CN(C)S(=O)(=O)c1ccc(Cl)c(NC(=O)COC(=O)c2ccc(O)cc2)c1	1.5
CC1Cc2ccccc2N1CC(=O)NC(=O)NCc1ccccc1 (configuration not stated)	-32.7
Cc1ccc(CSC2=NCCN2S(=O)(=O)c2ccccc2)cc1	-9.2
c1ccc(-c2ccc(OCCCNC3CCCC3)cc2)cc1	0.0
O=C(Nc1nccs1)c1ccc(-c2ccc(Cl)cc2)o1	45.4

Next part
SMILES	E-sel TNF inh
COc1ccc(Cl)cc1NC(=O)CN(C)C(=O)COc1ccccc1F	-15.4
COc1ccc(C2C(=O)c3ccccc3C2=O)cc1OC	13.3
CCNC(=O)COC(=O)c1cc(C)nc2ccccc12	-65.8
CCOC(=O)c1sc2nccc(OC)c2c1N=CN(C)C	1.4
COc1cccc(CN2CCN(Cc3[nH]c4ccccc4c3C)CC2CCO)c1 (configuration not stated)	-38.7
O=C(Cc1ccccc1[N+](=O)[O-])N1CCN(c2ccc(F)cc2)CC1	-30.2
CCc1ccc(C(=O)COC(=O)c2cccnc2Cl)cc1	-16.7
CC(C)(C)n1nnnc1C(c1cccnc1)N1CCN(c2ccccn2)CC1 (configuration not stated)	-5.5
CCOc1ccc(CNCCc2ccc(S(N)(=O)=O)cc2)cc1	4.2
Cc1[nH]c2ccc(F)cc2c1CCN(Cc1ccncc1)C(=S)Nc1ccccc1	4.4
CN(C)C(=O)NC(Nc1cccc([N+](=O)[O-])c1)C(Cl)(Cl)Cl (configuration not stated)	-0.2
CS(=O)(=O)c1ccccc1-c1nc(-c2cccc(Cl)c2)no1	4.4
COc1cccc(CC(=O)N[C@@H](CCSC)c2nc3ccccc3[nH]2)c1	-86.3
CN(C)S(=O)(=O)c1ccc(Cl)c(NC(=O)COC(=O)CN2C(=O)C3CCCCC3C2=O)c1 (configuration not stated)	-15.1
CCN(CC)c1c([N+](=O)[O-])c(=O)oc2ccccc12	9.8
CC1CCN(C(=O)CCc2nnc(-c3ccccc3)o2)CC1	7.5
CC(C)(C)c1cc(Br)c(O)c(N=Nc2ccc(S(=O)(=O)N3CCOCC3)cc2)c1	-19.1
COc1ccccc1Oc1nc(C)c(C(C)=O)cc1C#N	19.9
CC(C)(C)OC(=O)N/N=C\c1ccc[nH]1	-7.4
O=C(C(=O)N1CCN(c2ccc(F)cc2)CC1)c1c[nH]c2ccccc12	-60.1
O=[N+]([O-])c1cc(S(=O)(=O)N2CCOCC2)ccc1N1CCCC1	0.7
CC(=O)NC(C)c1nc2ccccc2n1CC(=O)N1C(C)CCCC1C (configuration not stated)	-20.4
